# Source: PubChem
# zVAD death inh – L929 zVAD cell death inhibition | L929 zVAD necroptosis rescue, ATP luminescence, 24 h; with zVAD 60 µM | viability rescue, % at 10 µM | 220,000 compounds, 0.38% hits;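 active = activation, scaled between plate controls, above about 75%, limit read from the data; inactive = activation under that limit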;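 note: 0% = zVAD with DMSO and 100% = DMSO alone without zVAD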
# eIF4E-4G inh – blocks eIF4E binding to eIF4G. P63073+Q04637. TR-FRET eIF4E-eIF4GI(517-606) binding, 2 h. inhibition, % at 21.7 µM. 220,000 compounds, 0.37% hits. AID 782;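 active = inhibition above about 30%, limit read from the data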;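 note: 0% = full FRET control wells and 100% = background wells lacking eIF4GI fragment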
# Target sequence (P63073 whole entry, looked up, the tested form may be a part): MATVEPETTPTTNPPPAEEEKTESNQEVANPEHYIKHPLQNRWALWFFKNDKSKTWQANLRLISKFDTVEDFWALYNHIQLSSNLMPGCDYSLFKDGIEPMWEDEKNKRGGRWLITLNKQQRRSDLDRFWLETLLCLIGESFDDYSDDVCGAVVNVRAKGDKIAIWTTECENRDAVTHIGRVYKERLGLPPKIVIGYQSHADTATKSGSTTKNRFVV
# Target sequence (Q04637 whole entry, looked up, the tested form may be a part): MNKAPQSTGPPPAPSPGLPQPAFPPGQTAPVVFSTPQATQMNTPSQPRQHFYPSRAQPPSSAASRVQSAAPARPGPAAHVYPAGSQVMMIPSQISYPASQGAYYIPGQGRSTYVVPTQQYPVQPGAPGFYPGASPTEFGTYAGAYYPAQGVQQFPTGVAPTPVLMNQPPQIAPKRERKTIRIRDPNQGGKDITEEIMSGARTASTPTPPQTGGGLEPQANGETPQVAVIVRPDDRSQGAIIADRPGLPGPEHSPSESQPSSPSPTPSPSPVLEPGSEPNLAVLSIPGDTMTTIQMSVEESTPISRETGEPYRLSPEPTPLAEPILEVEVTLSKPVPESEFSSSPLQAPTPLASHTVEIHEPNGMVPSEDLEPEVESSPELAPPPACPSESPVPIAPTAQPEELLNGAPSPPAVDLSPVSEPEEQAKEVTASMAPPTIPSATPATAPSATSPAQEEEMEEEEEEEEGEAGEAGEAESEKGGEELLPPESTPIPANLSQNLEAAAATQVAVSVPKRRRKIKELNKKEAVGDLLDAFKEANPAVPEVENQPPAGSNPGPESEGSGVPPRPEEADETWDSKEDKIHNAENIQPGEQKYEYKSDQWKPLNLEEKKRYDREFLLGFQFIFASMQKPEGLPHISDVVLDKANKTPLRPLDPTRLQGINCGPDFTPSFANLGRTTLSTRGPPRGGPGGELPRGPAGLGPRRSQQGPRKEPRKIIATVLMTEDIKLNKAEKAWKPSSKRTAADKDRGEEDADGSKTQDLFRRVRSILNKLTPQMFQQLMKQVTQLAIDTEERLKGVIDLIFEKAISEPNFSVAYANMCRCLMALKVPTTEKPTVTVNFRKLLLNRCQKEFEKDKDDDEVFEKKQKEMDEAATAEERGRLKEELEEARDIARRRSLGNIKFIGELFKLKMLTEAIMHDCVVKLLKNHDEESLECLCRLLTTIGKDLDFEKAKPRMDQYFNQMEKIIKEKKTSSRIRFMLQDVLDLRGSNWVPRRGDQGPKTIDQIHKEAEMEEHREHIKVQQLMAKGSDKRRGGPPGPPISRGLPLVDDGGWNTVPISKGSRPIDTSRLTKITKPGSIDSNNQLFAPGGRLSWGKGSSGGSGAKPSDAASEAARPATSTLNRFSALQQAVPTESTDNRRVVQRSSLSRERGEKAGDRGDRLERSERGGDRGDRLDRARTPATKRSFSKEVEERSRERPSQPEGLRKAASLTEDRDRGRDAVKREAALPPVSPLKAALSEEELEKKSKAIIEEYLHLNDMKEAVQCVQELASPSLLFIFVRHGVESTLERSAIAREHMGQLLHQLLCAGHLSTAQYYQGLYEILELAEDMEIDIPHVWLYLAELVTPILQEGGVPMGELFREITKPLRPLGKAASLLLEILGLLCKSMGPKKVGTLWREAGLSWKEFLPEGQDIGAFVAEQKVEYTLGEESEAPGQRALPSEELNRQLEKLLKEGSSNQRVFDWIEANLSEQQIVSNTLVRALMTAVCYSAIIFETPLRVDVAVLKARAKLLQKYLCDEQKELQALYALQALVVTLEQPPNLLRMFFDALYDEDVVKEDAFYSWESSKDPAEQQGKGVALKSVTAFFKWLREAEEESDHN
# Rad51 HR inh – Rad51 (human) homologous recombination inhibition. hRad51 DNA strand exchange, fluorescence dequenching. 200,000 compounds, 0.085% hits. Q06609. inhibition, % at 10 µM;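 active = inhibition above 40% at the single screening dose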;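 note: 0% = DMSO control wells and 100% = blanks with heterologous ssDNA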
#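 Test system – preformed human Rad51 ssDNA filaments · Reagent – Donor/quencher-labelled 47-bp dsDNA substrate · Incubation – 37 °C 15-min filament assembly, 30-min compound preincubation, 15-min exchange · Signal – FRET fluorescence dequenching, excitation 485 nm, emission 520 nm · Read-out – percent inhibition from fluorescence, normalised to plate control and blank means · Benchmarks – plate control and blank wells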
# Mdm2 ligase inh – Mdm2 E3 ligase (human) inhibition; AID 1230; cell-based MDM2 ubiquitination luciferase reporter, 2 h; 0 = plate control, 100 = twice control, blank-subtracted; 210,000 compounds, 0.11% hits; signal enhancement, % at 5 µM;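 active = signal enhancement of 30% or more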;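 note: luminescence tracks abundance of the self-degrading MDM2-luciferase fusion protein; higher signal means inhibition of MDM2 E3 ligase activity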
#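 Test system: stable mammalian line carrying autodegrading MDM2–luciferase fusion reporter; quantity: 2000 cells in each well; times: 4 h cell settling then 2 h compound exposure, 37 °C; detection: luminescence with SteadyLite reagent, 15 min at room temperature; evaluation: percent signal gain over controls, blank-subtracted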
# m-calpain inh – inhibitors of pig calpain II | purified calpain II, fluorogenic peptide substrate, 30 min | inhibition, % at 16 µM | 220,000 compounds, 0.37% hits | AID 1236;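 active = inhibition above about 50%, limit read from the data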
# Cl transport mod – KCC2 (human) Cl- transport modulation. Q9H2X9. KCC2 cells, thallium flux FluoZin-2 fluorescence. B-score of Tl+ flux slope (higher = more flux/activation; lower = inhibition) at 10 µM. 190,000 compounds, 2.2% hits;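 active = thallium flux slope and its plate-corrected score both differing from the plate sample mean at a set confidence after two filtering rounds, in either direction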;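 note: slope of fluorescence scaled to starting intensity during 10 to 20 s after thallium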
# TNF death inh – blocks TNF-alpha induced death of Jurkat FADD-/- cells. Jurkat FADD-/- TNF necroptosis rescue, ATP luminescence, 24 h; 0 = TNF only, 100 = no-TNF cells. activation (protection from cell death), % at 10 µM. 220,000 compounds, 0.068% hits;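 active = activation, meaning protection from cell death, of at least 50% relative to plate controls; inactive = activation below 50%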;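 note: necroptosis triggered by 40 ng/mL TNF-alpha added together with compound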
# PERK inh – human PERK inhibition, primary cell-based screen; Q9NZJ5; CHO PERK-DD fusion, SEAP luminescence translation reporter; inhibition, % at 5.6 µM; 220,000 compounds, 0.17% hits; AID 1416;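 active = inhibition above the mean inhibition of all tested compounds plus 3 SD, set separately per screening campaign, cut at about 2.9% in these data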;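 note: PERK kinase domain activated by AP20187 dimerizer at 100 nM; 0% = DMSO with dimerizer and 100% = rapamycin at 8.4 µM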
# EBV gp42 inh – inhibitors of Epstein-Barr virus glycoprotein 42; Q1HVG2; Fluorescence polarization binding assay, mP read-out; inhibition, % (tested at 21.74 µM); 220,000 compounds, 0.42% hits; AID 1085; in the data active = inhibition above about 50%
# * = called active by the depositor; i = inactive; · = not tested or not shown; [ ] = dose if it differs, or a comment. Rows were taken by chance; about 3.6% have a hit in one of these screens.
SMILES,zVAD death inh,eIF4E-4G inh,Rad51 HR inh,Mdm2 ligase inh,m-calpain inh,Cl transport mod,TNF death inh,PERK inh,EBV gp42 inh
O=C(NC1CC1)c1ccc2c(Cl)c3c(nc2c1)CCCC3,0.3,0,-8,-21,-27,-0.37,-2.7,-0.5,-15
CC1CCN(C(=O)COC(=O)c2ccc(Br)o2)CC1,0.4,-7,-3,-13,-14,-0.059,6.4,0.4,-19
Cc1ccc(-n2ncc3c(=O)n(Cc4cccnc4)cnc32)cc1,-0.5,-3,1,-19,14,·,-4.0,-0.4,-2
Cc1ccccc1N1C(=O)C2ON(c3ccccc3)C(c3ccco3)C2C1=O (stereo unspecified),0.5,-3,-6,-5,-1,0.71,3.6,-1.0,-12
O=C(Cc1ncc(C(F)(F)F)cc1Cl)N1CCN(c2ccccn2)CC1,-0.2,4,-1,10,-20,-0.097,-0.7,0.3,-5
N=c1c2c(-c3ccccc3)c(-c3ccccc3)n(Cc3ccccc3)c2ncn1CCCO,-0.4,-3,-11,-11,-7,-0.34,-7.1,-1.1,-5
COc1cccc(C(=O)NNC(=O)c2ccccc2-n2cccc2)c1,0.5,-1,8,9,6,0.62,-0.3,0.4,-25
O=C(c1ccc2c(=O)n(-c3ccccc3)c(=S)[nH]c2c1)N1CCCCC1,-0.2,3,·,-10,18,-1.4,-2.7,0.5,3
COc1ccc(-c2ccc(CCC(=O)O)n2C(C)C)cc1,0.0,11,-4,-9,-272,0.51,-2.0,-1.2,-12
CCOC(=O)c1[nH]c(C)c(C(=O)OCC(=O)NC(=O)NC(C)(C)C)c1C,70,-4,10,-8,-36,-1.5,-4.6,0.5,-29
Cn1nc(C(F)(F)F)c(C(=O)Nc2ccc(F)cc2F)c1Sc1ccc(Cl)cc1,0.3,0,-3,-13,20,-1.7,-2.9,-0.8,-8
CC(C)C(C)NC(=O)COc1ccc(S(=O)(=O)N2CCOCC2)cc1[N+](=O)[O-] (stereo unspecified),0.4,17[fluorescence artefact?],3,5,5,1.1,1.8,0.0,-19

# 9 entries already listed, ordered by SMILES length, falling:
SMILES,zVAD death inh,eIF4E-4G inh,Rad51 HR inh,Mdm2 ligase inh,m-calpain inh,Cl transport mod,TNF death inh,PERK inh,EBV gp42 inh
CC(C)C(C)NC(=O)COc1ccc(S(=O)(=O)N2CCOCC2)cc1[N+](=O)[O-] (stereo unspecified),0.4,17[fluorescence artefact?],3,5,5,1.1,1.8,0.0,-19
N=c1c2c(-c3ccccc3)c(-c3ccccc3)n(Cc3ccccc3)c2ncn1CCCO,-0.4,-3,-11,-11,-7,-0.34,-7.1,-1.1,-5
CCOC(=O)c1[nH]c(C)c(C(=O)OCC(=O)NC(=O)NC(C)(C)C)c1C,70,-4,10,-8,-36,-1.5,-4.6,0.5,-29
O=C(c1ccc2c(=O)n(-c3ccccc3)c(=S)[nH]c2c1)N1CCCCC1,-0.2,3,·,-10,18,-1.4,-2.7,0.5,3
Cc1ccccc1N1C(=O)C2ON(c3ccccc3)C(c3ccco3)C2C1=O (stereo unspecified),0.5,-3,-6,-5,-1,0.71,3.6,-1.0,-12
COc1cccc(C(=O)NNC(=O)c2ccccc2-n2cccc2)c1,0.5,-1,8,9,6,0.62,-0.3,0.4,-25
O=C(NC1CC1)c1ccc2c(Cl)c3c(nc2c1)CCCC3,0.3,0,-8,-21,-27,-0.37,-2.7,-0.5,-15
COc1ccc(-c2ccc(CCC(=O)O)n2C(C)C)cc1,0.0,11,-4,-9,-272,0.51,-2.0,-1.2,-12
CC1CCN(C(=O)COC(=O)c2ccc(Br)o2)CC1,0.4,-7,-3,-13,-14,-0.059,6.4,0.4,-19

# Going on with the list.
SMILES,zVAD death inh,eIF4E-4G inh,Rad51 HR inh,Mdm2 ligase inh,m-calpain inh,Cl transport mod,TNF death inh,PERK inh,EBV gp42 inh
O=C(COC(=O)c1ccc2ccccc2n1)Nc1ncc(C(F)(F)F)cc1Cl,-0.8,6,-6,-12,2,0.35,-1.9,0.0,2
CCC(C)(C)n1nnnc1C(c1ccc(OC)c(OC)c1)N1CCN(c2ccc(OC)cc2)CC1 (stereo unspecified),1.1,2,0,0,-5,-0.51,2.8,-1.8,-9
CN(C)S(=O)(=O)N(CC(=O)Nc1ccc(F)c(F)c1)c1ccccc1,0.7,0,1,-1,-75,-0.65,3.2,-0.1,-4
Cc1cc(C)n(C(=O)c2ccc(Cn3nc(C)c(Br)c3C)o2)n1,0.7,8,2,·,-6,0.18,1.2,-2.0,-13
CCCC(NC(=O)CCl)c1ccccc1 (stereo unspecified),7.8,1,-5,-4,-9,0.28,0.2,1.5,-7
COc1ccc(Oc2cnn(-c3ccccc3)c(=O)c2Br)cc1,0.4,-2,-2,-11,14,-0.95,-0.3,0.2,3
O=C(O)c1c(-c2ccc(Cl)cc2)cn2ccccc12,-0.2,5,-9,-15,i,-0.016,-1.1,0.8,-8
Cc1cc(C(=O)NC2CCCc3ccccc32)c(C)o1 (stereo unspecified),-0.2,-4,-1,-7,13,0.43,-2.1,-0.6,-15
CC(C)(C)CN1CCNC(=O)C1CC(=O)NCCN1CCCc2ccccc21 (stereo unspecified),0.1,-1,·,12,-45,·,-0.2,0.4,1
C#CCOc1ccc(Br)cc1/C=N/O,0.9,3,-1,-9,-12,·,-2.7,-1.1,-7
O=C1NC2(CCCCCC2)N=C1c1ccc(F)cc1,0.6,-1,4,-15,1,0.9,1.3,-0.9,3
Cc1ccc(C)c(OCC(=O)O/N=C(\N)c2cccnc2)c1,-0.1,0,·,1,11,-0.72,1.7,0.4,-8
Cc1ccc(NC(=S)N2CCN(C(=O)c3ccccc3)CC2)c(C)c1,1.6,1,4,0,-2,0.65,-0.1,-0.5,-8
CCc1cc2c(=O)c(Oc3ccccc3F)c(C)oc2c(CN(C)C)c1O,-0.1,17,-5,-12,i,·,-2.9,0.2,-18
O=C(Nc1ccc(/C=C/c2nc3ccccc3o2)cc1)c1cccc(C(F)(F)F)c1,0.5,-5,0,-5,-72,·,-0.5,0.7,-16
Nc1nonc1OCCOCCOCCOc1nonc1N,1.4,-8,2,12,0,0.84,0.2,0.8,-7
COc1ccc(CN2CC(C(=O)NCCCN3CCOCC3)CC2=O)cc1 (stereo unspecified),0.7,3[fluorescence artefact?],0,1,-1,·,0.2,-0.3,-5
CCOC(=O)c1c(C)nc2c(c1-c1ccccc1)C(=O)CC(C)(C)C2,-0.5,7[fluorescence artefact?],-15,-10,-28,-0.75,-3.8,0.0,-12
CCOC(=O)CSc1nnc(CNC(=O)c2ccc(S(=O)(=O)N3CCOCC3)cc2)n1C,1.4,-8,4,-37,-10,0.27,0.0,0.9,-12
Cc1[nH]c2ccccc2c1C(c1ccccn1)c1c(C)[nH]c2ccccc12,-0.2,0,3,-9,16,1.4,-5.2,0.0,15
O=c1c2nnn(Cc3ccc(Cl)cc3)c2ncn1Cc1ccc(F)cc1,-0.3,-3,2,-19,3,-0.69,1.0,0.5,-6
Cc1nc(-c2cccc(S(=O)(=O)N3CCCCC3)c2)cs1,0.2,1,-2,-5,-6,-1.2,-0.4,-1.2,-1
O=S(=O)(c1cccs1)N1CN(Cc2ccccc2)c2nc3ccccc3nc21,0.2,0,-16,-22,-3,·,-0.2,0.9,-3
Cc1ccccc1NC(=O)Cc1nc(CCl)cs1,-0.5,-1,·,14,21,0.22,-13,0.0,-18
c1ccc(CSc2nnc(-c3sccc3-n3cccc3)o2)cc1,0.5,2,4,-11,-6,-0.19,10,1.1,-19
COc1ccc(NC(=O)Oc2cc(C)ccc2C(C)C)cc1,0.3,3,13,-10,15,0.31,-1.1,0.1,-5
CCOC(=O)C1(Cc2cccc(F)c2)CCN(C(=O)c2cscn2)CC1,-0.6,0,·,-14,0,-0.31,0.4,1.6,-2
Cc1c(NC(=O)NC(C)N2C(=O)C3C4C=CC(C4)C3C2=O)c(=O)n(-c2ccccc2)n1C (stereo unspecified),0.5,6,11,-20,-14,0.16,-3.2,1.6,-17
COc1ccc(C(C)=O)cc1CSc1nnc(Nc2ccccc2)s1,1.2,-5,1,-4,10,-0.1,-1.5,-0.9,-15
CCC(C)NC(=O)c1ccc(COc2ccccc2Cl)cc1 (stereo unspecified),0.4,8,1,3,-17,-3.2,2.2,-1.2,-11
O=[N+]([O-])c1ccc(N2N=C(c3ccco3)CC2c2ccccc2)cc1 (stereo unspecified),-0.6,-6,-89,4,-42,0.14,-5.6,-0.5,70*
Cc1ccccc1N(CC(=O)NCC1CCCO1)C(=O)C1(C)CC(=O)N=C2C=CC=CN21 (stereo unspecified),0.0,-3,-1,5,i,0.18,-1.2,1.0,-16
CCOc1ccc(CCNC(=O)c2cc(C)nn2-c2ccccc2)cc1,-0.2,-5,·,·,-4,0.063,0.1,0.6,-8
Cc1ccsc1C1Nc2ccccc2C(=O)N1O (stereo unspecified),0.9,3,3,15,-6,-0.77,0.4,1.1,-1
O=C(O)c1ccc(N2C(=O)/C(=C/c3ccc(-c4ccc([N+](=O)[O-])cc4)o3)C=C2c2ccccc2)cc1,3.6,76*,-33,0,37,-1.9,-13,0.2,82*
CCCCCC(=O)NCC(C)NC(=O)CCCCC (stereo unspecified),0.0,-1,12,-7,27,0.0067,-0.5,-1.0,2
Cc1cc(O)ccc1N/C=C/c1onc(C)c1[N+](=O)[O-],0.4,-4,-9,-23,-16,0.31,-1.8,-0.2,-15
C[C@]12CCC(=O)C[C@@H]1CC[C@@H]1[C@@H]2CC[C@]2(C)C=CC[C@@H]12,·,5,-7,·,7,-0.24,·,1.4,-16
CC(C)(C)c1ccccc1OCC(=O)Nc1ncn[nH]1,0.9,-4,3,-9,26,0.45,-1.1,0.8,-3
CC(C)N1CCC(=NNc2ccc(S(=O)(=O)N3CCOCC3)cc2[N+](=O)[O-])CC1,0.6,13,-2,4,-3,0.28,1.9,1.6,-5
CCC(=O)NC(=S)Nc1ccc(S(=O)(=O)N2CCN(C)CC2)cc1,0.4,8[fluorescence artefact?],-7,-19,-3,0.95,1.0,-0.4,0
CCO/C(C)=N/n1c2nc3ccccc3nc2c2c(=O)n(Cc3ccccc3Cl)c(C)nc21,0.2,-1,-5,-14,-11,·,-2.8,-0.5,-34
CCCCc1ccc(S(=O)(=O)NNC(=S)NCc2ccco2)cc1,1.0,-2,0,-4,-11,-1.6,0.0,0.4,2
CCNC(=O)CSc1nnc(-c2cc(-c3ccc(Cl)cc3)nc3ccccc23)o1,0.5,-1,-4,-5,-101,0.49,0.7,-0.6,-2
O=C(O)Cc1ccc2ocnc2c1,-0.3,6,-11,-18,-10,·,-3.0,0.0,-16
